Assay outcomes deposited in PubChem by Broad Institute.
E-sel inducer: induces E-selectin expression in human endothelial cells | P16581 | HUVEC E-selectin immunofluorescence imaging; normalized: neutral wells 0, TNF-alpha wells 100 | activation, % at 7.58 µM | 260,000 tested, 0.37% active | AID 686992;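 active = mean E-selectin-positive cell signal at least 10% of the positive control, reached in at least 60% of replicates, without over 20% cell loss; inconclusive = no rule given, readout overlaps actives, possibly toxicity-flagged; inactive = the rest, including those meeting only one limit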;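 also: in these data hits start at about 27%; measured in HUVEC primary endothelial cells; signal is the percent of cells scored E-selectin positive by PE staining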
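Test system: HUVEC; input: 3,000 HUVEC/well; measured by: immunofluorescence imaging; read-out: % PE-positive cells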
CASP6 VEID inh: blocks human caspase-6 cleavage activity; P55212; purified caspase-6, Z-VEID-R110 cleavage fluorescence; inhibition, % at 12.5 µM; 350,000 tested, 0.53% active; AID 686996;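 active = mean inhibition across replicates at least about 35%, with every replicate also reaching that limit, limit read from the data; inconclusive = only one of the two criteria met; inactive = neither criterion met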;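 also: 0% = median of neutral control wells and 100% = no fluorescence left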
RAD52 anneal inh: RAD52 (human) annealing inhibition; recombinant RAD52 DNA annealing, FRET fluorescence; inhibition, % at 18.7 µM; P43351; 360,000 tested, 0.46% active;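 active = every replicate showing at least 50% inhibition; inconclusive = mean inhibition at least 50% but not in every replicate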
F508del corr: CFTR F508del correction in bronchial cells; AID 720511; CFBE cells, YFP halide quenching; stimulated with forskolin plus potentiator P3; % fluorescence drop versus neutral controls; activity (quench increase), % at 7.58 µM; 350,000 tested, 0.36% active;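 active = mean added fluorescence quench of at least 8% versus neutral control, with both replicates also reaching 8%; inconclusive = only one of the mean or replicate conditions met; inactive = mean below 8% and not both replicates reaching 8%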;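 also: cells transiently co-express mutant CFTR-F508del with the halide-sensitive YFP; corrector assay measuring rescue of mutant channel to the surface after 24 h compound exposure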
XiGFP reactiv: activators of X-chromosome reactivation in mouse fibroblasts; activation, % at 7.58 µM; 360,000 tested, 0.055% active; XiGFP mouse fibroblasts, % GFP-positive cells imaging, 3 d; cells co-treated with 5-aza-dC sensitizer; scaled so ellipticine positive control = 100%;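 active = mean normalized replicate activation at least 10% and every replicate at or above 10%; inconclusive = only one of the two criteria met; inactive = mean below 10% and not all replicates reach 10%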;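 also: 0% = median of on-plate neutral control wells and 100% = ellipticine 6 µM median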
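System: SV40-immortalized XiGFP fibroblast cells, line 68-5-11 / Incubation: 3-day compound exposure, then 15 min fixation at room temperature / Compound: single concentration per compound, delivered by pin transfer / Buffer or medium: DMEM plus 5-aza-dC sensitizer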
DENV2 CPE: DENV2-induced cell death inhibition; AID 651640; 350,000 tested, 1.7% active; DENV2-infected cells, cytopathic effect rescue, plate reader; CPE inhibition, % at 9.99 µM; in the data active = CPE inhibition above about 20%, passing the limit was not always enough; inconclusive = no clear call, values can overlap the other calls; tested in BHK-21 cells;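 also: 0% = median of neutral control wells and 100% = median of positive control wells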
INS-1E GSIS act: primary screen for activators of insulin secretion dependent on glucose, INS-1E cells, GLuc reporter luminescence. 370,000 tested, 0.61% active. INS-1E GLuc reporter insulin secretion, 2-3 h. activation, % at 16.6 µM;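 active = lowest replicate activation of at least 40%, so every replicate reaches that level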;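 also: 0% = median of neutral control wells and 100% = median of IBMX positive control wells; some compounds called inactive have numbers as strong as hits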
RAD54 branch: blocks human RAD54 Holliday junction branch migration | Q92698 | FAM/BHQ fluorescence | inhibition, % at 10.4 µM | 360,000 tested, 0.14% active | AID 602329;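 active = mean normalized replicate activity at least 40 and at least half of replicates scoring 40 or more; inconclusive = only one of the two criteria met; inactive = mean below 40 and under half of replicates reaching 40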;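 also: 0% = median of neutral control wells and 100% = median of positive control wells; inhibitors cause a drop in the FAM fluorescence signal; in these data hits start at about 50%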
Target sequence (Q92698 whole entry, looked up): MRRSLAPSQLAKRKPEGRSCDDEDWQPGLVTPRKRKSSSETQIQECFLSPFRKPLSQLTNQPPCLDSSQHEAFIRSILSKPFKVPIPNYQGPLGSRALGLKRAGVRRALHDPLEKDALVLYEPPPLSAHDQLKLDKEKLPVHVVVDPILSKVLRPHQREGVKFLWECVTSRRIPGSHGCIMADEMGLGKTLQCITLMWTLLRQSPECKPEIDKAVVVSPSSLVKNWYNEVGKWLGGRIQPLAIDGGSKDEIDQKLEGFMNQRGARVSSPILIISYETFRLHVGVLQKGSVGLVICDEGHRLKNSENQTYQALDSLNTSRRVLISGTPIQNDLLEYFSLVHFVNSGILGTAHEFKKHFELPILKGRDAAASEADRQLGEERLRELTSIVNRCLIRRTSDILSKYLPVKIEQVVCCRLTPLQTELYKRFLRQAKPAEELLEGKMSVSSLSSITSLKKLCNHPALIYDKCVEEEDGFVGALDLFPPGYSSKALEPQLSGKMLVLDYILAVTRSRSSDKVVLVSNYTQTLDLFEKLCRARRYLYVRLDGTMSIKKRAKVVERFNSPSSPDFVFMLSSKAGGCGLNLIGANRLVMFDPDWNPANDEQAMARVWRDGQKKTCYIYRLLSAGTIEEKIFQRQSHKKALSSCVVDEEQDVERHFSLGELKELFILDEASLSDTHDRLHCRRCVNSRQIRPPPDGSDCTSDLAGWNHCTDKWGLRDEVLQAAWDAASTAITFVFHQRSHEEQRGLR
The depositor's hits bear a star; ? = inconclusive; / = no result given; & = joins results of further samples.

Sample of the layout (5 entries):
smiles,E-sel inducer,CASP6 VEID inh,RAD52 anneal inh,F508del corr,XiGFP reactiv,DENV2 CPE,INS-1E GSIS act,RAD54 branch
Cc1ccc(Sc2ccc(CN3CCCC3)cc2[N+](=O)[O-])cc1,0.4,-6,13,-0.4,0.1,-6,3,6
Cc1cc(Br)cn2c(Cc3ccccc3)c(-c3ccc(C#N)cc3)nc12,/,13,-77,2.3,0.0,-14,/,3
C#CCOCCOCCOCCNc1nc(N2CCN(C(=O)Cn3cc(CCCN=C(N)N)nn3)CC2)nc(N2CCN(C(=O)[C@H](C(C)C)n3cc(CCO)nn3)CC2)n1,-0.1,-3,-13,4.5,0.1,-11,/,-9
O=C(COC(=O)c1ccccc1-n1cnnn1)c1ccc(Br)cc1,-1.0,-5,-17,-3.2,-0.1,-1,25,7
CCC(=O)Nc1ccc2c(c1)C(=O)N(C)C[C@H](OC)[C@H](C)CN(CCc1ccccc1)[C@@H](C)CO2,-0.2,-1,-4,1.9,0.0,-5,4,-21

The listing, repeating the preview:
smiles,E-sel inducer,CASP6 VEID inh,RAD52 anneal inh,F508del corr,XiGFP reactiv,DENV2 CPE,INS-1E GSIS act,RAD54 branch
Cc1ccc(Sc2ccc(CN3CCCC3)cc2[N+](=O)[O-])cc1,0.4,-6,13,-0.4,0.1,-6,3,6
Cc1cc(Br)cn2c(Cc3ccccc3)c(-c3ccc(C#N)cc3)nc12,/,13,-77,2.3,0.0,-14,/,3
C#CCOCCOCCOCCNc1nc(N2CCN(C(=O)Cn3cc(CCCN=C(N)N)nn3)CC2)nc(N2CCN(C(=O)[C@H](C(C)C)n3cc(CCO)nn3)CC2)n1,-0.1,-3,-13,4.5,0.1,-11,/,-9
O=C(COC(=O)c1ccccc1-n1cnnn1)c1ccc(Br)cc1,-1.0,-5,-17,-3.2,-0.1,-1,25,7
CCC(=O)Nc1ccc2c(c1)C(=O)N(C)C[C@H](OC)[C@H](C)CN(CCc1ccccc1)[C@@H](C)CO2,-0.2,-1,-4,1.9,0.0,-5,4,-21
O=C(Nc1cccc(F)c1)N1C[C@H]2[C@@H](c3ccccc31)[C@@H](CO)N2C(=O)c1ccccn1,0.8,/,0,2.5,0.4,7,-6,4
COc1ccc(S(=O)(=O)Nc2ccc3c(c2)C(=O)N([C@@H](C)CO)C[C@@H](C)[C@@H](CN(C)C(=O)Nc2ccc4c(c2)OCO4)OCCCC[C@@H](C)O3)cc1,-0.2,-1,26,0.5,-0.2,-5,-6,-1
Cc1ccn2c(=O)nc(SCC(=O)NCc3ccc4c(c3)OCO4)nc2c1,-0.1,-4,-24,1.3,-0.1,8,-7,/
Cc1ccc(C)c(NC(=S)NCCc2ccc(S(N)(=O)=O)cc2)c1,/,-1,-17,/,/,/,0,5
O=c1c2ccccc2nnn1Cc1cccc2ccccc12,0.0,0,9,/,0.0,-2,22,-27
COc1cc(OC)c(C2C(C#N)=C(N)OC3=C2C(=O)CC(C)C3)cc1OC (stereo not given),/,-1,-3,/,/,/,-26,5
Cc1ccc(C)c(NC(=O)CN(C)C(=O)/C=C/c2ccco2)c1,/,2,-19,-0.2,0.0,2,10,/
CC1(C)Cc2nc(-c3ccccc3)nc(SCC(O)CO)c2CO1 (stereo not given),/,-1,-9,-0.7,0.0,0,9,-1
Cc1cc2cc(CCNC(=O)CC(C)(C)C)c(=O)[nH]c2cc1C,0.1,-3,-8,-1.1,-0.1,-11,3,1
O=C(CC1SC(N2CCOCC2)=NC1=O)Nc1ccccc1Cl (stereo not given),/,0,-9,-4.7,-0.1,-4,-5,-5
O=C(C1CCCC1)N1[C@@H](CO)[C@@H](c2ccccc2)C12CN(Cc1ccc(F)cc1)C2,0.0,0,-4,1.5,0.0,-2,-1,/
CC1=NN(c2ccccc2)C(=O)/C1=C/c1ccc(-c2ccc(C)c(C(=O)O)c2)o1,0.3,4,-19,-1.2,-0.1,0,3,/
COC(=O)c1ccc2nc(-c3cccc(Cl)c3)c(Cc3ccccc3)n2c1,0.1,-2,-30,2.1,-0.1,15,7,/
CC(C)C1C(=O)N(Cc2cn(CCC3OCCCO3)nn2)CCS(=O)(=O)N1Cc1ccc(-c2ccncc2)cc1 (stereo not given),/,-4,-10,1.0,0.3,1,1,-7
O=C(NCC1CC1)[C@H]1[C@H](CO)[C@H]2Cn3c(ccc(-c4ccncc4)c3=O)[C@@H]1N2Cc1nccs1,0.0,1,-23,/,0.2,5,15,-6
O=C(NCC[C@@H]1CC[C@@H](NC(=O)c2ccccc2F)[C@H](CO)O1)c1ccc2c(c1)OCO2,-0.3,1,-3,0.6,1.8,8,19,-1
Cc1ccc(N/C=C(\[N+](=O)[O-])S(=O)(=O)c2ccccc2)cc1,/,1,-8,-1.0,0.0,2,1,/
C[C@@H]1CN([C@@H](C)CO)C(=O)c2cc(NS(=O)(=O)c3cn(C)cn3)ccc2O[C@@H](C)CCCCO[C@@H]1CN(C)Cc1ccncc1,-0.1,-1,2,2.3,0.0,0,-8,2
Cc1ccc(C(=O)Nc2ccccn2)cc1S(=O)(=O)N1CCOCC1,0.6,-133,17,4.0,0.0,0,6,0
COc1ccc(-c2c(-c3ccccc3OC)sc3ccccc23)cc1OC,-0.3,8,-4,-3.7,0.0,-6,1,-8
COCCNC(=O)CN(C(=O)CCC(=O)Nc1ccccn1)c1cc(C)ccc1C,0.0,4,5,-0.9,0.1,-7,-1,-2
O=C(O)CSc1nnc(CSc2nc3ccccc3s2)n1-c1ccccc1,0.4,5,-24,-0.1,-0.1,1,14,-9
COc1ccc2nc(SCC(=O)N(C)CC(=O)Nc3ccc(F)cc3)[nH]c2c1,/,0,-2,-5.7,-0.1,?,-1,/
COc1ccc(NC(=O)N(C)C[C@H]2Oc3ccc(NC(=O)CCCCCC(=O)Nc4ccccc4N)cc3CC(=O)N([C@@H](C)CO)C[C@H]2C)cc1,32*,0,-3,1.7,-0.4,9,21,-2
O=C(C[C@H]1CC[C@H]2[C@@H](COC[C@H](O)CN2C(=O)c2ccccc2)O1)N1CCOCC1,0.3,0,-22,3.4,0.1,-4,-4,0
CCOC(=O)C1=C(COC(=O)c2ccc(Cl)cc2[N+](=O)[O-])NC(=O)NC1C (stereo not given),0.2,2,-12,2.4,0.2,7,16,/
CCOC(=O)N/N=C\c1ccc(OC/C=C/c2ccccc2)c(OC)c1,-0.2,2,-17,0.5,-0.1,-5,-22,0
CCOC(=O)C1=C(C)N=c2s/c(=C/c3ccc(OCC(=O)O)cc3)c(=O)n2C1c1ccc(OC)cc1OC (stereo not given),/,7,-44,-0.5,0.1,-2,-10,-12
O=C(Nc1ccccc1)N1C[C@@H]2[C@H](c3ccccc31)[C@@H](CO)N2Cc1ccccc1Cl,0.6,2,6,-0.7,0.9,37*,-23,-4
O=C1c2cccc3cccc(c23)C(=O)N1c1ccccn1,2.2,13,-16,-1.7,0.0,-3,12,0
Cc1cc(C)c(-c2cc(C)nc3ncnn23)c(C)c1,-0.1,1,0,1.7,0.0,-4,10,-5
C[C@@H]1CN([C@H](C)CO)C(=O)c2cccc(NS(=O)(=O)c3ccc(Cl)cc3)c2O[C@@H]1CN(C)Cc1ccc(C(=O)Nc2ccccc2N)cc1,18,3,9,2.4,1.4,-4,10,-3
Cc1ccc(-c2nn(-c3ccccc3)cc2CN(C)C(=O)CCC(=O)O)cc1C,/,0,-11,-3.1,0.0,-5,-6,5
Cc1cnc(NC(=O)CSc2nnc(N)s2)s1,/,-3,-15,0.8,0.1,-3,0,/
C[C@@H]1CN([C@@H](C)CO)C(=O)c2cc(NC(=O)CCC(F)(F)F)ccc2O[C@H]1CN(C)S(C)(=O)=O,-9.4,1,-11,1.9,0.2,-10,14,4
CCC(=O)N(C)C[C@H]1Oc2cc(-c3cccc(OC)c3)ccc2S(=O)(=O)N([C@@H](C)CO)C[C@@H]1C,-0.6,0,4,-2.1,-0.5,0,-10,4
O=C(Nc1cc(Cl)ccc1N1CCOCC1)c1ccc2c(c1)OCCO2,0.2,-2,-9,1.9,-0.1,-1,21,-8
COc1cccc2sc(=NC(=O)CCS(=O)(=O)c3ccc(C)cc3)n(C)c12,/,2,-11,-2.9,0.0,10,5,-1
O=C(COc1ccc(OCc2ccccc2)cc1)NN=C1CCCC1,/,-2,-4,0.1,-0.1,8,-3,/
Cc1ccc2c(c1)-c1ncc(C(=O)c3cc(Br)ccc3O)cc1CO2,/,-1,-19,/,0.1,-6,-7,/
Cc1noc(C)c1NC(=O)Nc1ccc2c(c1)C(=O)N([C@H](C)CO)C[C@H](C)[C@@H](CN(C)C(=O)Nc1ccc3c(c1)OCO3)OCCCC[C@@H](C)O2,-0.2,0,14,0.2,0.1,2,1,-13
O=C1C2C3C=CC(CC3)C2C(=O)N1c1ccc(Br)cc1[N+](=O)[O-] (stereo not given),0.0,-2,-9,-2.5,-0.1,-2,6,0
C[C@H]1CN([C@@H](C)CO)C(=O)Cc2cc(NC(=O)Cn3cnnn3)ccc2O[C@H]1CN(C)CC1CCCCC1,0.2,0,-5,1.3,-0.2,1,0,-1
C[C@@H]1CN([C@H](C)CO)C(=O)Cc2cc(NS(=O)(=O)c3ccccc3)ccc2O[C@@H]1CN(C)S(=O)(=O)c1ccccc1,0.5,8,-4,-1.1,0.1,-20,9,-1
NC(=O)C1=C[C@@H](c2csc3ccccc23)C[C@@H](OCCCCO)O1,-0.6,-3,-4&-15,-1.7&-1.1,0.0,-11&-1,-3,-2&13
N#CCSc1nc2ccccc2c(=O)n1C1CCCCC1,-0.1,-3,-16,5.0,0.0,2,53*,/
